GC-B act = human GC-B receptor activators, primary screen, HEK293 GC-B cells, cGMP TR-FRET, EC30 CNP. Atrial natriuretic peptide receptor 2 (Homo sapiens), P20594. 0% at EC30 CNP, 100% saturating CNP. activation, % at 10 µM. 0.11% of 370,000 active;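 active means activation at 10 µM reaching about 35% in either raw or pattern-adjusted values, limit read from the data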
NPR1 activator = GC-A stimulated cGMP production enhancers – HEK293 GC-A cells, cGMP TR-FRET, EC30 ANP, primary screen. Atrial natriuretic peptide receptor 1 (Homo sapiens), P16066. 0% at EC30 ANP, 100% saturating ANP. activation, % at 10 µM. 0.14% of 370,000 active; in the data active means activation above about 40%
hcDAF-12 act = H. contortus DAF-12 nuclear receptor activators, primary screen, cell-based, luminescence, HEK293, lit1-tk-luc reporter; 1.4% of 370,000 active; HEK293 hcDAF-12 lit1-tk-luc reporter; 0% DMSO, 100% Δ7-dafachronic acid; activation, % at 6.8 µM; AID 652067, 2013;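 active means activation above the mean of all tested compounds plus 3 SD, cut at about 5.5% in these data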;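 further: 100% = response to 3 µM Δ7-dafachronic acid high control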
ADAM10 inh = human ADAM10 inhibitors, primary screen, biochemical, QFRET, HTS. Disintegrin and metalloproteinase domain-containing protein 10 (Homo sapiens), O14672. inhibition, % at 7 µM. recombinant ADAM10, EDANS/DABCYL FRET peptide cleavage, 3 h. 0.62% of 370,000 active;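 active means inhibition above a per-campaign cutoff equal to the mean of compounds falling between control-based bounds plus 3 SD, cut at about 20% in these data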;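 further: 0% = DMSO wells while the 100% control is not disclosed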
Target sequence (O14672 214-748 limits assumed): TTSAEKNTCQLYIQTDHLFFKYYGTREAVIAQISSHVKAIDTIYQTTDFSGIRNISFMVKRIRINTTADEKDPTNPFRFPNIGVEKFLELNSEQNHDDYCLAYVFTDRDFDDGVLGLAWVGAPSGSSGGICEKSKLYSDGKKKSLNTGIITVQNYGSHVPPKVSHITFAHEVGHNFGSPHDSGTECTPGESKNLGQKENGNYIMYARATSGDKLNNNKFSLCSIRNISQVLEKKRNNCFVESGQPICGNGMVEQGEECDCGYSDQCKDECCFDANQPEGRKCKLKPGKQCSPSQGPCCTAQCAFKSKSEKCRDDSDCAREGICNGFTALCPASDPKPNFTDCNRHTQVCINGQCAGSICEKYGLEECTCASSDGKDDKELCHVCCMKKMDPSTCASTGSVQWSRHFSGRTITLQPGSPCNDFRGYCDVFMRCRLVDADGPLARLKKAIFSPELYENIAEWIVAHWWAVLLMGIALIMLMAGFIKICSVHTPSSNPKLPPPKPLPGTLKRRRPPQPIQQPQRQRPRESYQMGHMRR
ssDAF-12 act = S. stercoralis DAF-12 nuclear receptor activators, primary screen, cell-based, luminescence, HEK293, GRIP1 co-expression, lit1-tk-luc. HEK293 ssDAF-12/GRIP1 lit1-tk-luc reporter; % of 3 µM dafachronic acid response. activation, % at 6.8 µM. 1% of 370,000 active;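 active means activation above the mean over all tested compounds plus 3 SD, cut at about 0.9% in these data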;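 further: 0% = DMSO-only wells and 100% = 3 µM delta7-dafachronic acid wells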
SMARCA2 act = SMARCA2 (BRM) function activators, primary screen, cell-based, luminescence, high throughput; MG213 cells, MMTV-luciferase reporter, dexamethasone, overnight; activation, % at 9.1 µM; 1% of 370,000 active; in the data active means activation above about 7.8%;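 further: 0% = vehicle wells and 100% = reference activator wells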
sPLA2-III inh = human group III sPLA2 inhibitors, primary screen, biochemical, QFRET, BODIPY PC-A2 liposome substrate; Group 3 secretory phospholipase A2 (Homo sapiens), Q9NZ20; QFRET BODIPY PC-A2 liposome hydrolysis, fluorescence; inhibition, % at 12.2 µM; 0.56% of 370,000 active; AID 743126, 2013;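 active means inhibition above mean plus 3 SD of compounds lying within the high and low control bounds, cut at about 19% in these data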;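 further: 0% = median of test compound wells and 100% = no enzyme DMSO wells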
Target sequence (Q9NZ20 whole entry, looked up): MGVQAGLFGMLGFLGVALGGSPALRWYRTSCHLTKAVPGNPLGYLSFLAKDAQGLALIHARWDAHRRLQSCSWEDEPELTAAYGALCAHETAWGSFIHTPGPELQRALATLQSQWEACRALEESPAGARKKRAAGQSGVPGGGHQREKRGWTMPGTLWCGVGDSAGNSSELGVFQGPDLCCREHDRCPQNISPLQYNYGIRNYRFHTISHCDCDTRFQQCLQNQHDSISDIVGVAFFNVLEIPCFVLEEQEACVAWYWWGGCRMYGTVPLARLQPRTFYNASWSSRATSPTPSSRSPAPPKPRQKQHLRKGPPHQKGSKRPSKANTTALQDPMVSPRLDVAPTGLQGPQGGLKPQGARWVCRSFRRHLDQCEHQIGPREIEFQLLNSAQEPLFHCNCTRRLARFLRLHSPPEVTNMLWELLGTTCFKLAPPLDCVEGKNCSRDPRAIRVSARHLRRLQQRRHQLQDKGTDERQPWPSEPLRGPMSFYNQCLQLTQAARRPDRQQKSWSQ
GAA850 FXN act = FXN promoter activators, primary screen, cell-based, luciferase luminescence, HEK293 lucGAA850. 0.56% of 360,000 active. activation, % at 6 µM. HEK293 lucGAA850 FXN promoter luciferase reporter, 24 h; percent of 10 µM SAHA response;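 active means activation above the average of all compounds screened plus 3 SD, cutoff fixed separately per campaign, cut at about 7.5% in these data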;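 further: 0% = DMSO wells and 100% = 10 µM SAHA wells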
DAX1 inh-1 = DAX1 (NR0B1) inhibitors on StAR promoter, primary screen, cell-based, luminescence, SF-1 (NR5A1), full-length DAX-1. HEK293T StAR-luciferase reporter, SF-1/DAX-1 repression relief. inhibition, % at 6.8 µM. 1.1% of 370,000 active. AID 652010, 2013;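 active means inhibition above the mean over all tested compounds plus 3 SD, cut at about 3.6% in these data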;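 further: 0% = DAX-1 cells with DMSO and 100% = cells lacking DAX-1 with DMSO; higher inhibition means more luminescence from relief of DAX-1 repression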
DAX1 inh-2 = DAX1 (NR0B1) inhibitors, primary screen, cell-based, HEK293, Gal4-DAX1, luciferase luminescence. Nuclear receptor subfamily 0 group B member 1 (Homo sapiens), P51843. AID 504766, 2011. inhibition, % at 6.75 µM. HEK293 Gal4-DAX1 luciferase reporter. 0.99% of 340,000 active;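 active means inhibition above the mean over all tested compounds plus 3 SD, cut at about 4.2% in these data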;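 further: 0% = DAX1-transfected cells with DMSO and 100% = empty-vector control cells with DMSO; inhibition shows as a rise in luminescence from relieved DAX1 repression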
hgDAF12 agonist = H. glycines DAF-12 receptor agonists, primary screen, cell-based, luminescence, HEK293, GAL4 fusion, UAS-luciferase. Nuclear hormone receptor DAF-12 (Heterodera glycines), GAL4 fusion. HEK293 GAL4-hgDAF12 UAS-luciferase reporter, agonist luminescence; normalized to butyrate control. activation, % at 6.8 µM. 1.8% of 370,000 active. AID 687014, 2013;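 active means activation above a cutoff set at the mean of all screened compounds plus 3 SD, cut at about 10% in these data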;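 further: 0% = DMSO wells and 100% = sodium butyrate wells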
Numbers without * were called inactive.

How did COc1cc(-c2cc(-c3nnco3)c3ccccc3n2)cc(OC)c1OC do in these assays?
GC-B act: 4; NPR1 activator: 5; hcDAF-12 act: -0.5; ADAM10 inh: -11; ssDAF-12 act: -1.9; SMARCA2 act: -3; sPLA2-III inh: 1; GAA850 FXN act: -1.0; DAX1 inh-1: -1.8; DAX1 inh-2: -0.1; hgDAF12 agonist: 1.6

How did COc1ccccc1NC(=O)C(C)OC(=O)C1COc2ccccc2O1 (configuration not stated) do in these assays?
GC-B act: 2; NPR1 activator: -7; hcDAF-12 act: 1.6; ADAM10 inh: -19; ssDAF-12 act: -0.3; SMARCA2 act: -3; sPLA2-III inh: 13; GAA850 FXN act: -0.5; DAX1 inh-1: -0.5; DAX1 inh-2: 0.0; hgDAF12 agonist: -1.6

What do the screens show for `CCC(=O)N1c2ccc(S(=O)(=O)N(CCO)Cc3ccccc3)cc2CC1C` (configuration not stated)?
GC-B act: 4; NPR1 activator: 3; hcDAF-12 act: -2.7; ADAM10 inh: -6; ssDAF-12 act: -0.7; SMARCA2 act: 0; sPLA2-III inh: -1; GAA850 FXN act: 1.9; DAX1 inh-1: -0.1; DAX1 inh-2: -0.6; hgDAF12 agonist: -0.9

Results for O=C(CSc1nc2ccccc2c(=O)n1NC(=O)c1ccccc1)c1ccccc1 ?
GC-B act: 2; NPR1 activator: -1; hcDAF-12 act: 4.5; ADAM10 inh: 7; ssDAF-12 act: 1.2*; SMARCA2 act: 7; sPLA2-III inh: -36; GAA850 FXN act: 5.4; DAX1 inh-1: 2.6; DAX1 inh-2: 2.6; hgDAF12 agonist: 12*

What do the screens show for `COc1cccc(NC(=O)C(=O)N/N=C/c2cc(C)n(-c3ccc(Cl)c(Cl)c3)c2C)c1`?
GC-B act: 4; NPR1 activator: 1; hcDAF-12 act: 0.6; ADAM10 inh: 2; ssDAF-12 act: -1.5; SMARCA2 act: 1; sPLA2-III inh: -11; GAA850 FXN act: 3.4; DAX1 inh-1: 1.4; DAX1 inh-2: -0.2; hgDAF12 agonist: 2.4

What do the screens show for `CC1CCN(S(=O)(=O)c2ccc(NC(=S)NC(=O)c3ccc(Cl)cc3)cc2)CC1`?
GC-B act: -3; NPR1 activator: -3; hcDAF-12 act: -0.6; ADAM10 inh: 3; ssDAF-12 act: -1.2; SMARCA2 act: 2; sPLA2-III inh: 0; GAA850 FXN act: 0.6; DAX1 inh-1: 0.1; DAX1 inh-2: -0.2; hgDAF12 agonist: -1.0

Results for COc1ccc(NC(=O)CN(C)C(=O)c2ccc(COc3ccccc3)cc2)cc1 ?
GC-B act: 2; NPR1 activator: 4; hcDAF-12 act: -0.7; ADAM10 inh: -10; ssDAF-12 act: -1.7; SMARCA2 act: -1; sPLA2-III inh: 2; GAA850 FXN act: 0.6; DAX1 inh-1: -1.3; DAX1 inh-2: 0.3; hgDAF12 agonist: -1.7

How did C#CCNc1c(C)c(C)nc2ncnn12 do in these assays?
GC-B act: 7; NPR1 activator: 1; hcDAF-12 act: -1.5; ADAM10 inh: -9; ssDAF-12 act: -1.4; SMARCA2 act: 1; sPLA2-III inh: 8; GAA850 FXN act: -0.6; DAX1 inh-1: -0.3; DAX1 inh-2: 0.5; hgDAF12 agonist: 1.2

Results for Cc1sc2ncnc(SCC(=O)N3CCCC(C(N)=O)C3)c2c1C (configuration not stated) ?
GC-B act: -5; NPR1 activator: -2; hcDAF-12 act: -0.1; ADAM10 inh: -8; ssDAF-12 act: -1.2; SMARCA2 act: -1; sPLA2-III inh: 0; GAA850 FXN act: 3.3; DAX1 inh-1: 2.0; DAX1 inh-2: -0.8; hgDAF12 agonist: 0.5

How did O=C(O)/C=C/C(=O)NCc1cn(-c2ccccc2)nc1-c1cccc(Br)c1 do in these assays?
GC-B act: -9; NPR1 activator: -5; hcDAF-12 act: -2.1; ADAM10 inh: 7; ssDAF-12 act: -0.8; SMARCA2 act: -2; sPLA2-III inh: 9; GAA850 FXN act: 8.2*; DAX1 inh-1: 0.0; DAX1 inh-2: 0.3; hgDAF12 agonist: 3.0

Results for CCCOc1ccc(-c2nc[nH]c2[N+](=O)[O-])cc1 ?
GC-B act: -6; NPR1 activator: 1; hcDAF-12 act: 0.5; ADAM10 inh: 0; ssDAF-12 act: -1.4; SMARCA2 act: -2; sPLA2-III inh: -6; GAA850 FXN act: 0.2; DAX1 inh-1: -0.1; DAX1 inh-2: -0.4; hgDAF12 agonist: -3.5

What do the screens show for `Cc1csc(NC(=O)Cc2ccc(Br)cc2)n1`?
GC-B act: 9; NPR1 activator: 3; hcDAF-12 act: 3.5; ADAM10 inh: 12; ssDAF-12 act: -0.7; SMARCA2 act: -1; sPLA2-III inh: -16; GAA850 FXN act: 5.5; DAX1 inh-1: 0.3; DAX1 inh-2: -0.1; hgDAF12 agonist: 4.2

Results for Cc1ccn(CC(=O)NC2CCCN(Cc3ccccc3F)C2)n1 (configuration not stated) ?
GC-B act: 4; NPR1 activator: 2; hcDAF-12 act: 1.6; ADAM10 inh: -16; ssDAF-12 act: -0.8; SMARCA2 act: -6; sPLA2-III inh: 4; GAA850 FXN act: 0.6; DAX1 inh-1: 0.0; DAX1 inh-2: 0.6; hgDAF12 agonist: -2.1

How did O=C(Nc1ccc2c(c1)C(=O)NC2=O)c1cc(Cl)ccc1Cl do in these assays?
GC-B act: -3; NPR1 activator: 2; hcDAF-12 act: -1.4; ADAM10 inh: -176; ssDAF-12 act: -1.6; SMARCA2 act: -2; sPLA2-III inh: 3; GAA850 FXN act: -1.1; DAX1 inh-1: 0.0; DAX1 inh-2: 0.8; hgDAF12 agonist: 1.7

How did OCCN1CCN(c2ncnc3c2ncn3[C@H]2CN(Cc3ccncc3)C[C@@H](CO)O2)CC1 do in these assays?
GC-B act: 0; NPR1 activator: -1; hcDAF-12 act: -1.4; ADAM10 inh: -3; ssDAF-12 act: -1.3; SMARCA2 act: -1; sPLA2-III inh: -2; GAA850 FXN act: 2.0; DAX1 inh-1: 0.0; hgDAF12 agonist: -0.8

Results for O=C(O)c1ccc(-n2nncc2-c2ccco2)cc1 ?
GC-B act: 2; NPR1 activator: 1; hcDAF-12 act: -0.6; ADAM10 inh: -8; ssDAF-12 act: -0.8; SMARCA2 act: -2; sPLA2-III inh: 6; GAA850 FXN act: 0.3; DAX1 inh-1: 0.1; DAX1 inh-2: 0.3; hgDAF12 agonist: 0.1

How did Cc1cc(C)c(C)c(OCCOCCNCc2ccccc2)c1 do in these assays?
GC-B act: -10; NPR1 activator: -6; hcDAF-12 act: -2.5; ADAM10 inh: 1; ssDAF-12 act: -1.0; SMARCA2 act: -3; sPLA2-III inh: -11; GAA850 FXN act: -2.1; DAX1 inh-1: -0.5; DAX1 inh-2: -0.4; hgDAF12 agonist: 1.0

Results for COc1cc(NC(=O)C2CCCN(S(=O)(=O)c3ccc(C)cc3)C2)cc(OC)c1 (configuration not stated) ?
GC-B act: -12; NPR1 activator: -11; hcDAF-12 act: 1.0; ADAM10 inh: 6; ssDAF-12 act: -1.5; SMARCA2 act: -1; sPLA2-III inh: -28; DAX1 inh-1: -0.3; hgDAF12 agonist: -3.7

What do the screens show for `O=C(NCCN1CCCCC1)c1cc(Cl)ccc1Cl`?
GC-B act: -1; NPR1 activator: 5; hcDAF-12 act: 2.2; ADAM10 inh: 0; ssDAF-12 act: -0.8; SMARCA2 act: 4; sPLA2-III inh: 5; GAA850 FXN act: 0.3; DAX1 inh-1: -0.4; DAX1 inh-2: -0.5; hgDAF12 agonist: -1.7

What do the screens show for `COc1ccc(C2c3cc(OC)c(OC)cc3CC3C(=O)OCC32)cc1OC` (configuration not stated)?
GC-B act: -7; NPR1 activator: 1; hcDAF-12 act: 1.4; ADAM10 inh: -6; ssDAF-12 act: -0.8; SMARCA2 act: 0; sPLA2-III inh: 10; GAA850 FXN act: 0.8; DAX1 inh-1: -0.8; DAX1 inh-2: 1.2; hgDAF12 agonist: 1.8

What do the screens show for `CN(C(=O)c1ccc(NC(=O)Cc2ccc(NC(=O)C3CCCN(C(=O)C4CC4)C3)cc2)cc1)C1CC1` (configuration not stated)?
GC-B act: 4; NPR1 activator: 3; hcDAF-12 act: -2.0; ADAM10 inh: 2; ssDAF-12 act: -1.0; SMARCA2 act: 0; sPLA2-III inh: 1; GAA850 FXN act: -0.2; DAX1 inh-1: -0.5; DAX1 inh-2: 0.1; hgDAF12 agonist: -2.4

Results for Clc1ccc(-c2nc3ncccn3c2Nc2ccc3c(c2)OCCO3)cc1 ?
GC-B act: 42*; NPR1 activator: 45*; hcDAF-12 act: -1.4; ADAM10 inh: 0; ssDAF-12 act: 0.0; SMARCA2 act: 1; sPLA2-III inh: -3; GAA850 FXN act: -0.9; DAX1 inh-1: 0.9; DAX1 inh-2: 0.1; hgDAF12 agonist: -0.1

Results for COc1ccc(Cl)cc1NC(=O)CN(C)C(=O)c1cc(-c2cccs2)nn1-c1ccccc1 ?
GC-B act: -8; NPR1 activator: -9; hcDAF-12 act: -0.5; ADAM10 inh: -7; ssDAF-12 act: -0.5; SMARCA2 act: 1; sPLA2-III inh: 0; GAA850 FXN act: 2.7; DAX1 inh-1: 2.3; DAX1 inh-2: -2.2; hgDAF12 agonist: -0.9

What do the screens show for `CCCN=C1CC(C)(C)CC(=O)/C1=C(/O)CCCN1C(=O)c2ccccc2C1=O`?
GC-B act: 8; NPR1 activator: -2; hcDAF-12 act: -1.4; ADAM10 inh: 8; ssDAF-12 act: -1.0; SMARCA2 act: -2; sPLA2-III inh: 0; GAA850 FXN act: 0.8; DAX1 inh-1: -0.6; DAX1 inh-2: -0.6; hgDAF12 agonist: 3.9

2 compounds picked at random from the list so far:
What do the screens show for `Cc1csc(NC(=O)Cc2ccc(Br)cc2)n1`?
GC-B act: 9; NPR1 activator: 3; hcDAF-12 act: 3.5; ADAM10 inh: 12; ssDAF-12 act: -0.7; SMARCA2 act: -1; sPLA2-III inh: -16; GAA850 FXN act: 5.5; DAX1 inh-1: 0.3; DAX1 inh-2: -0.1; hgDAF12 agonist: 4.2

What do the screens show for `O=C(NCCN1CCCCC1)c1cc(Cl)ccc1Cl`?
GC-B act: -1; NPR1 activator: 5; hcDAF-12 act: 2.2; ADAM10 inh: 0; ssDAF-12 act: -0.8; SMARCA2 act: 4; sPLA2-III inh: 5; GAA850 FXN act: 0.3; DAX1 inh-1: -0.4; DAX1 inh-2: -0.5; hgDAF12 agonist: -1.7

Source: PubChem BioAssay
